Source: PubChem BioAssay
DENV2 CPE rescue = inhibitors of DENV2 cytopathic effect, primary screen, cell-based, plate reader, single concentration; DENV2-infected cells, cytopathic effect rescue; CPE inhibition, % at 9.99 µM; 350,000 compounds, 1.7% hits; in the data active = CPE inhibition above about 20%, passing the limit was not always enough; inconclusive = no clear call, values can overlap the other calls; tested in BHK-21 cells;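 note: 0% = median of neutral control wells and 100% = median of positive control wells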
PAX8 reporter = inhibitors of PAX8-driven TPO luciferase reporter, primary screen, RMG-I cells, single concentration; SteadyGlo, 24 h; inhibition, % at 12.6 µM; 360,000 compounds, 1.2% hits;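 active = mean replicate inhibition at least 60% with every replicate also reaching 60%; inconclusive = only one of the two criteria is met; inactive = mean below 60% and not all replicates reaching 60%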;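 note: luciferase light reporting Pax8 driven TPO promoter activity; plate controls were median of neutral control wells for no effect and mitoxantrone controls for full effect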
GSIS activator = GLuc luminescence reporter in INS-1E cells, primary screen for activators of glucose-dependent secretion of insulin | AID 743287, 2014 | INS-1E GLuc reporter insulin secretion, 2-3 h | 370,000 compounds, 0.61% hits | activation, % at 16.6 µM;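 active = lowest replicate activation of at least 40%, so every replicate reaches that level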;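 note: 0% = median of neutral control wells and 100% = median of IBMX positive control wells; some compounds called inactive have numbers as strong as hits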
FN deposit inh = inhibitors of fibronectin matrix deposition, primary screen, AH1F cells, Alexa488-fibronectin fluorescence, plate reader; AH1F fibroblasts, overnight; inhibition, % at 12.6 µM; 350,000 compounds, 0.086% hits; AID 743247, 2014;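 active = mean inhibition across replicates of 30% or more, regardless of how many single replicates reach that level; inconclusive = mean under 30% yet at least half of replicates reach 30%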;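 note: positive control wells lacked labelled fibronectin entirely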
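Material: AH1F fibroblast monolayer depositing Alexa488-labelled fibronectin into matrix / Amount: 10000 AH1F cells per well / Signal: fluorescence 485/525 nm / Medium: DMEM, 2% serum / Compound: single dose, pinned / Incubation: 1 h cell adhesion before compound, then overnight fibronectin incubation / Reagent: Alexa488-FN, 24 nM final / Read-out: inhibition of fibronectin deposition signal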
miR122 inh = miR-122 Renilla sensor signal increase in Huh7, primary screen, miR-122 inhibitor project, cell-based, single point, plate reader | Huh7 miR-122 Renilla luciferase sensor, 48 h; neutral wells = 0, positive control = 100 | AID 602342, 2012 | activation (reporter increase), % at 12.5 µM | 340,000 compounds, 0.3% hits;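 active = mean replicate activation score at least 90 and every replicate individually at or above 90; inconclusive = only one of the two criteria met; inactive = neither criterion met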;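 note: higher luciferase means less miR-122 activity so hits act as miR-122 inhibitors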
F508del corr = F508del CFTR correction, initial screen, CFBE line, single point. CFBE cells, YFP halide quenching; stimulated with forskolin plus potentiator P3; % fluorescence drop versus neutral controls. activity (quench increase), % at 7.58 µM. 350,000 compounds, 0.36% hits. AID 720511, 2013;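 active = mean added fluorescence quench of at least 8% versus neutral control, with both replicates also reaching 8%; inconclusive = only one of the mean or replicate conditions met; inactive = mean below 8% and not both replicates reaching 8%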;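 note: cells transiently co-express mutant CFTR-F508del with the halide-sensitive YFP; corrector assay measuring rescue of mutant channel to the surface after 24 h compound exposure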
EWS-Fli block = EWS/Fli-driven NR0B1 reporter inhibitors, primary screen, A673 cells, NR0B1 luciferase, luminescence, MLPCN library; viability-normalised; inhibition, % at 12.6 µM; 350,000 compounds, 0.67% hits;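 active = mean inhibition of at least 50% after viability correction, with every replicate also passing that limit; inconclusive = mean reaches 50% but only one of two replicates passes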;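 note: firefly luciferase signal divided by Alamar Blue viability fluorescence both relative to DMSO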
* hit, by the source's call; u = inconclusive; x = not tested or not shown; & = joins results of further samples; [ ] = another dose, or the depositor's remark.

SMILES	DENV2 CPE rescue	PAX8 reporter	GSIS activator	FN deposit inh	miR122 inh	F508del corr	EWS-Fli block
COc1ccc(Cl)cc1NC(=O)C1CSC(c2ccncc2)=N1 (configuration not stated)	3	14	0	0	10	0.2	-7
COc1ccccc1NC(=O)N1C[C@@H](C)[C@H](OC)CN(C)C(=O)c2ccc(NC(=O)c3ccccn3)cc2OC[C@H]1C	1	x	x	x	-2[16.7 µM]	-1.0	-3
C=CCNC(=O)C1CCC(C(=O)NCC=C)CC1 (configuration not stated)	5	-1	13	5	2	1.9	1
O=C(CN1CCOCC1)NCC[C@H]1CC[C@@H](NC(=O)c2ccccc2F)[C@H](CO)O1	-7	-3	3	-12	x	-1.8	0
C=CCOC(=O)C1=C(C)Nc2nnnn2C1c1ccc(OC)cc1OC (configuration not stated)	x	x	24	0	-20	x	x
CCN(CC)CCCN1C(=O)C(=O)/C(=C(/O)c2ccc(C)cc2)C1c1ccccn1 (configuration not stated)	x	-9	x	0	-7	x	x
O=C(c1ccco1)N1CCN(Cc2nnnn2C2CCCCC2)CC1	0	14	10	0	x	-0.7	-14
COc1ccc(C(C(=O)NC2CCCC2)N(C(=O)c2csnn2)C2CC2)cc1 (configuration not stated)	-6	4	15	4	-4	-1.0	1
COc1ccccc1CNC(=O)c1cc(C)nn1-c1ccccc1	0	15	-5	-7	x	1.8	-8
Cc1noc(C)c1NC(=O)Nc1cccc2c1O[C@H](CN(C)C(=O)Nc1ccc3c(c1)OCO3)[C@H](C)CN([C@H](C)CO)C2=O	12	-2	6	-3	-7[16.7 µM]	0.0	3
COc1ccc(C#Cc2ccc([C@H]3[C@@H](CO)N4CCCCN(S(=O)(=O)c5cn(C)cn5)C[C@H]34)cc2)cc1	4	-3	-14	x	-10[16.7 µM]	-7.5	1
NC(=O)CC(NC(=O)c1ccc(Br)cc1)c1ccc(NCc2ccc(F)cc2)c([N+](=O)[O-])c1 (configuration not stated)	9	13	14	-9	-2	1.3	9
COC(=O)C[C@@H]1CC[C@@H]2[C@@H](COc3ccc(NC(=O)c4ccc(C(F)(F)F)cc4)cc3C(=O)N2C)O1	-17	-30	-11	1	-6[16.7 µM]	-0.9	-26
CSc1ccccc1NC(=O)CN(C)Cc1c(O)ccc2ccccc12	0	21	-2	10	x	-2.4	6
CS(=O)(=O)N1CCC(Oc2ccccc2C(=O)N2CCCCC2CO)CC1 (configuration not stated)	x	-11	9	7	-2	-2.9	-12
COc1ccccc1N1CCN(S(=O)(=O)c2c[nH]c(=O)[nH]c2=O)CC1	4	-6	-18	2	1	-1.4	1
Cc1noc(C)c1NC(=O)Nc1cccc2c1O[C@@H](CN(C)S(=O)(=O)c1ccc(Cl)cc1)[C@H](C)CN([C@H](C)CO)C2=O	2	-8	-9	x	-5[16.7 µM]	-0.5	-1
OC[C@@H]1[C@@H](c2ccc(C#CC3(O)CCCC3)cc2)[C@H]2CN(Cc3ccccc3F)CCCCN12	-8	-4	3	x	10[16.7 µM]	8.4*	1
C[C@@H]1CCCCO[C@H](CN(C)S(=O)(=O)c2ccc(Cl)cc2)[C@@H](C)CN([C@H](C)CO)C(=O)c2cc(NS(=O)(=O)c3cccs3)ccc2O1	-6	-8	-3	-11	-11[16.7 µM]	1.0	8
C/C=C/c1ccc([C@@H]2[C@@H](CNC(=O)c3ccncc3)N(C(=O)CC)[C@H]2CO)cc1	2	-17	3	-6	-50[16.7 µM]	-2.3	16
O=c1[nH][nH]c2c1[C@H](c1ccc(F)cc1)O[C@H](CCC(F)(F)F)C2	-4	-5	-45	-4	x	0.4	10
CO[C@H]1CN(C)C(=O)c2ccc(NC(=O)CC(F)(F)F)cc2OC[C@@H](C)N(C(=O)c2ccccc2F)C[C@H]1C	62*	-7	-11	x	x	-2.6	-6
CCOC(=O)C(=O)NNc1ccccc1OC	-5	8	2	-7	x	1.1	1
Cc1ccccc1NC(=O)CSc1nnc(CNC(=O)c2ccc3c(c2)OCO3)n1C	1	-10	2	-2	-1	2.0	-15
C[C@H](CO)N1C[C@H](C)[C@H](CN(C)CC2CCCCC2)OCCCC[C@H](C)Oc2ccc(NC(=O)NC3CCCCC3)cc2C1=O	u	23	38	1	-4[16.7 µM]	2.2	5
O=C(Nc1cccnc1)C1CCN(S(=O)(=O)c2ccc(Cl)cc2)CC1	-5	x	13	-2	x	-0.7	5
CCCn1cc(CN2CCC(N3CCC(C(=O)N4CCOCC4)CC3)CC2)c(C)n1	-2	1	5	-4	6	0.3	-31
C[C@H](CO)N1C[C@H](C)[C@H](CN(C)Cc2ccc(C(F)(F)F)cc2)Oc2ccc(NC(=O)CCC(F)(F)F)cc2CC1=O	1	-5	-14	2	-2[16.7 µM]	2.2	10
O=C(NCC[C@H]1CC[C@H](NS(=O)(=O)c2ccc(F)cc2)[C@H](CO)O1)c1ccccc1F	13	x	-3	x	x	-1.7	4
Nc1c(C(=O)C2CC2)sc2nc(-c3ccccc3)cc(C(F)(F)F)c12	x	11	x	-8	0	x	x
Cc1cc(NC(=O)CSc2ccnc(=O)[nH]2)no1	0	4	15	3	-3	2.1	7
COC(=O)c1ccc(NC(=O)CN(c2ccc(C)cc2)S(=O)(=O)c2c(C)nn(C)c2C)cc1	8	x	-26	x	-4	-4.2	-1
COc1ccc(S(=O)(=O)N(C)C[C@H]2Oc3c(NS(=O)(=O)c4ccccc4)cccc3C(=O)N([C@H](C)CO)C[C@H]2C)cc1	0	15	-9	x	-1[16.7 µM]	-1.5	6
COc1ccc(C)cc1NC(=O)CCNS(=O)(=O)c1ccc2c(c1)CCC(=O)N2	-6	5	11	-3	-4	-1.1	4
CN1C(=O)N[C@@H]2c3ccccc3O[C@@]1(C)[C@@H]2CO	20*	-10	x	x	x	1.8	1
Cc1ccc(S(=O)(=O)N2C[C@H]3C(=O)C[C@@H](c4cccc(Cl)c4)N(S(=O)(=O)c4ccc(C)cc4)[C@H]3C[C@H]2c2ccc(Cl)cc2)cc1	-5	-1	10	x	-7	1.1	19
COc1ccc(CN(C)C[C@@H]2Oc3ccc(NS(=O)(=O)c4ccc(Cl)cc4)cc3CC(=O)N([C@H](C)CO)C[C@H]2C)cc1	8	6	-26	x	1[16.7 µM]	-1.4	-4
COCC(=O)NC[C@H]1N[C@H](CO)[C@H]1c1ccc(-c2ccccc2F)cc1	-4	-1	2	-11	83[16.7 µM]	3.2	-8
CC(C)NC(=O)N1[C@H](C#N)[C@@H](c2ccc(-c3ccc(F)cc3)cc2)[C@H]1CO	2	-16	-10	2	x	-1.5	5
O=C(N/N=C/c1ccc(N2CCCCC2)o1)c1ccccc1[N+](=O)[O-]	u	6	-27	-16	-4	-2.5	-5
N/C(=N\OC(=O)c1ccc(Cl)cc1Cl)c1ccncc1	u	-197	x	10	x	-1.3	-40
COc1ccccc1N1CCN(C(=O)c2ccc3c(c2)CCN3S(=O)(=O)c2ccccc2)CC1	7	26	-14	6	15	-1.0	x
O=C(/C=C/c1ccc([N+](=O)[O-])cc1)/C=C/c1ccco1	2	13	5	4	-5	-3.3	28
c1ccc(C(c2nnnn2C2CCCC2)N2CCN(c3nc4ccccc4s3)CC2)cc1 (configuration not stated)	x	-7	x	2	-8	x	x
Cc1[nH]n(S(=O)(=O)Cc2ccccc2)c(=O)c1N=Nc1ccccc1Cl	10	15	-17	-4	1	0.1	-2
COC(=O)c1cc(OC)c(OC)c(OC)c1NC(=O)c1ccc(S(=O)(=O)N(C)C)cc1	x	x	-1	-7	1	x	x
O=C(Cc1ccccc1)N1CCCC(c2nc(-c3ccc(S(=O)(=O)N4CCCC4)cc3)no2)C1 (configuration not stated)	-3	x	-11	x	-2	-2.4	9
CO[C@H](CN(C)S(=O)(=O)c1ccc(C)cc1)[C@@H](C)CN(Cc1ccccc1Cl)[C@@H](C)CO	-7	x	-13	1	x	-1.6	18
C[C@H](CO)N1C[C@H](C)[C@@H](CN(C)Cc2ccccn2)Oc2ncc(Br)cc2C1=O	11&12&-6	7	-8&8	x	-4	0.1&-0.1&1.5	-12&-8&-16
Oc1ccc(N=Nc2ccccc2)cc1	-2	-158	-20	-4	-10	-2.3	-70
CCN(CC(=O)NC1CCS(=O)(=O)C1)S(=O)(=O)c1ccc(Cl)c(C(F)(F)F)c1 (configuration not stated)	u	6	-7	5	-4	0.8	-3
CCOC(=O)c1cnc(-c2ccccc2)[nH]c1=O	x	-4	x	9	-5	x	x
COc1ccc(S(=O)(=O)Nc2cccc(C)c2C)c2cccnc12	5	5	31	0	x	-2.6	4
Cc1cccc2c1cnn2C(=O)CCC(=O)NCc1ccc(F)cc1	7	-18	6	5	4	-0.4	3
CCSc1ncccc1C(=O)N[C@@H](CCSC)C(=O)OC	6	11	11	-7	-6	-0.1	4
CCOC(=O)c1nnc(-c2ccccc2)nc1NC	x	-12	x	-12	-8	x	x

An excerpt of these results, as labelled records:
Oc1ccc(N=Nc2ccccc2)cc1
- DENV2 CPE rescue: -2
- PAX8 reporter: -158
- GSIS activator: -20
- FN deposit inh: -4
- miR122 inh: -10
- F508del corr: -2.3
- EWS-Fli block: -70
CCN(CC(=O)NC1CCS(=O)(=O)C1)S(=O)(=O)c1ccc(Cl)c(C(F)(F)F)c1 (configuration not stated)
- DENV2 CPE rescue: u
- PAX8 reporter: 6
- GSIS activator: -7
- FN deposit inh: 5
- miR122 inh: -4
- F508del corr: 0.8
- EWS-Fli block: -3
CCOC(=O)c1cnc(-c2ccccc2)[nH]c1=O
- DENV2 CPE rescue: x
- PAX8 reporter: -4
- GSIS activator: x
- FN deposit inh: 9
- miR122 inh: -5
- F508del corr: x
- EWS-Fli block: x

Complete entries from above:
`CCN(CC(=O)NC1CCS(=O)(=O)C1)S(=O)(=O)c1ccc(Cl)c(C(F)(F)F)c1` (configuration not stated) is entered as DENV2 CPE rescue = u; PAX8 reporter = 6; GSIS activator = -7; FN deposit inh = 5; miR122 inh = -4; F508del corr = 0.8; EWS-Fli block = -3
`Oc1ccc(N=Nc2ccccc2)cc1` is entered as DENV2 CPE rescue = -2; PAX8 reporter = -158; GSIS activator = -20; FN deposit inh = -4; miR122 inh = -10; F508del corr = -2.3; EWS-Fli block = -70
